All columns: NCI-60 one-dose screen, growth in % after 48 h at 10 µM unless noted; 100 = growth as untreated, 0 = no growth, -100 = all killed.
RXF 393 – RXF 393 renal cancer cells; 6.9% of 77,000 active
UO-31 – UO-31 renal cancer. 5.2% of 81,000 active. AID 1794768
SN12C – SN12C renal cancer cells; 3.8% of 81,000 active
A498 – A498 renal cancer cells; 5.4% of 76,000 active
ACHN – ACHN renal cancer; AID 1794771; 4.9% of 81,000 active
786-0 – 786-0 renal cancer cells; 5.1% of 81,000 active; AID 1794775
PC-3 – PC-3 prostate cancer cells | 3.9% of 80,000 active
TK-10 – TK-10 renal cancer cells; 3.9% of 81,000 active; AID 1794769
CAKI-1 – CAKI-1 renal cancer; 4.7% of 75,000 active; AID 1794772
An asterisk follows results filed as active; · = not tested or not shown; & = joins results of further samples; ! = repeats disagree; [ ] = another dose, or the depositor's remark. Rule for the calls: active = growth percent below 10; inactive = the rest.

Screens in order – CAKI-1	TK-10	ACHN	PC-3	SN12C	UO-31	RXF 393	786-0	A498
> Cc1cccc(C(N)=O)c1
  111	100	102	92	94	·	110	·	99
> COc1cc(C(=O)N2CCN(C(=O)c3ccco3)CC2)c(N)cc1OCc1ccccc1
  105	107	100	98	101	42	90	96	105
> C/C(=N\NC(=S)Nc1ccccc1)c1nnn(-c2ccc([N+](=O)[O-])cc2)c1C
  81	83	73	71	93	53	69	99	97
> Cc1cccc(N=Cc2ccc3c(c2)OCO3)c1
  97	115	106	104	109	78	105	115	75
> c1cncc(C2SCCCS2)c1
  92	90	103	98	101	98	96	123	·
> COC(=O)c1nc(N)nc(C(=O)OC)c1C(=O)c1cccc([N+](=O)[O-])c1
  99	106	113	107	103	87	95	105	141
> CC(=O)NC(C)C(=O)O (configuration not stated)
  104	106	107	120	106	97	122	111	120
> O=S(=O)(CS(=O)(=O)c1ccc(Cl)c(Cl)c1)c1ccc(Cl)c(Cl)c1
  91	112	93	99	105	96	101	105	74
> CN(C)C1CCC(NC2=CC(=O)C(NC3CCC(N(C)C)CC3)=CC2=O)CC1 (configuration not stated)
  97	111	105	104	97	94	118	109	83
> Cc1cn(-c2cccc(NC(=O)c3ccc(C)c(Nc4nccc(-c5cccnc5)n4)c3)c2)cn1
  ·	-46*	-32*	34	-4.5*	-23*	-50*	-52*	·
> CCCCCCCCCCCCCCCCCCNC(=S)NC=C(C(N)=O)C(N)=O
  98	110	96	99	105	75	100	104	99
> Nc1ccc(C(=O)Nc2cccc(N)c2)cc1
  56	98	105	·	102	78	·	108	97
> CCCCCCCCCCCC1=NC(C)(CO)CO1 (configuration not stated)
  94	115	103	75	96	84	97	87	94
> CCOc1ccc(N2C(N)=NC(N)=NC2(C)C)cc1
  98&13	41	102&45	39&16	97&32	97&42	-4.9*!	84&57	-5.2*!
> OC(c1ccc2ccccc2n1)c1c(Cl)cccc1Cl (configuration not stated)
  87	110	104	93	97	74	114	101	·

New compounds follow
Screens in order – CAKI-1	TK-10	ACHN	PC-3	SN12C	UO-31	RXF 393	786-0	A498
> COc1ccc(-c2cc(-c3nc4ccc(C(F)(F)F)cc4[nH]3)[nH]n2)cc1
  84	114	88	73	96	92	90	100	77
> COc1cc(C=C2C(=O)NC(=S)NC2=O)cc(CN2CCOCC2)c1O
  96	108	104	104	100	87	112	105	105
> COc1cc(C2CC(c3cc(OC)c(OC)c(OC)c3)=NN2C=O)ccc1Oc1ccnc2cc(Cl)ccc12 (configuration not stated)
  44	88	78	62	59	45	91	85	81
> COc1ccc(OC)c(-c2[nH]c3ncc(-c4ccc(F)cc4)n3c(=O)c2C#N)c1
  82	107	92	76	93	74	98	94	83
> COc1ccc(CNC(=O)COc2ccc(/C=N/Nc3nc4ccccc4s3)cc2)cc1
  28	87	8.1*	15	31	61	·	-6.5*	-19*
> CC(/C=C1\SC(=S)N(CCC(=O)NC(Cc2ccccc2)C(=O)O)C1=O)=C\c1ccccc1 (configuration not stated)
  103	98	96	96	105	84	127	103	123
> NC(=O)c1ncn(C2O[C@H](CO)[C@@H](O)[C@H]2O)c1N (some centres not stated)
  97	105	107	92	108	85	116	103	98
> CC(=O)Nc1ccc(/C=N/NC(N)=O)cc1
  117	99	102	98	96	·	105	·	113
> O=C(COCc1c(-c2ccccc2)no[n+]1[O-])Nc1ccc(C(=O)/C=C/c2ccc3c(c2)OCO3)cc1
  92	·	95	76	102	87	96	113	111
> CCOc1ccc(NC(C)=O)cc1
  98&95	95&109	106	95&102	112&100	88&90	95&115	95&101	89&114
> CN(C)c1nc(NCCNS(=O)(=O)c2ccc(C(=O)/C=C/c3ccc(C(F)(F)F)cc3)cc2)nc(N2CCOCC2)n1
  -33*	70	-33*	-60*	40	-62*	-77*	-85*	73
> O=Nc1c2cc3ccccc3[nH]c-2c2ccccc12
  41	76	57	74	75	39	75	92	67
> CSc1ccc2c(c1)N(C(=O)/C(C#N)=C/c1cccs1)c1ccccc1S2
  56	98	84	79	85	66	72	82	76
> COc1ccc(-c2ccc(O)c(C(=O)/C=C/c3cc(OC)c(OC)c(OC)c3)c2)cc1OC
  66	126	80	46	80	56	96	103	87
> Cc1cnoc1C(=O)Nc1nn(Cc2ccc(C(F)(F)F)cc2)c2ccccc12
  73	133	88	76	87	65	93	96	56

Next part:
Screens in order – CAKI-1	TK-10	ACHN	PC-3	SN12C	UO-31	RXF 393	786-0	A498
> O=C(Cc1ccccc1)NNc1nc(Cl)nc(N2CCN(C(c3ccccc3)c3ccccc3)CC2)n1
  84	96	95	82	97	97	86	95	·
> O=C(CSc1nc2ccccc2c(=O)[nH]1)NNC(=O)c1ccc(Cl)cc1
  98	101	102	102	97	77	·	92	95
> Cc1ccc(NC(=O)Nc2sc(=S)c3c(c2C#N)CCCC3)c(C)c1
  99	125	101	107	95	88	93	110	80
> CC(C)(C#CC(C)(C)OC(=O)Nc1ccccc1)OC(=O)Nc1ccccc1
  95	114	114	95	103	87	124	109	118
> COc1ccc2c(c1)N=c1c-2cc2c(O)[nH]c(=S)n2c1=O
  30	74	45	38	36	48	11	35	105
> CCCCCCCCCCCCCCCCCC(=O)OCC1OC(n2cnc3c(=S)nc[nH]c32)C(OC(=O)CCCCCCCCCCCCCCCCC)C1OC(=O)CCCCCCCCCCCCCCCCC (configuration not stated)
  59	124	100	109	102	·	172	109	169
> CN1CCN(c2nc(SCc3ccccc3)nc(-c3ccc(F)cc3)c2C#N)CC1
  62	91	85	68	87	64	50	71	88
> CC(=O)[C@H]1CCC2C3CCC4=CC(=O)CC[C@]4(C)C3CC[C@@]21C (some centres not stated)
  85	96	96	61	91	84	100	92	58
> CCCCCCCCCC(=O)NC(C)(C)C(=O)N1CCC[C@H]1C(=O)N[C@@H](CC(C)C)C(=O)N[C@@](C)(CC)C(=O)N[C@@H](CCC(N)=O)C(=O)N[C@H](CCC(N)=O)C(=O)NC(C)(C)C(=O)NC(C)(C)C(=O)N[C@@H](CCC(N)=O)C(=O)N[C@H](CC(C)C)C(=O)N[C@H](CO)CC(C)C
  5.8*	-71*!	-85*!	-55*	-84*	-94*!	-46*	-64*	-31*
> CN1CCN(Cc2ccc(NC(=O)c3cncc(C#Cc4ncc5ccccn45)c3)cc2C(F)(F)F)CC1
  1.8*	53	13	22	24	6.0*	-10*	3.1*	11
> CC1(C)CC(=O)C=C(N2CCCC2)C1
  99	125	110	97	94	81	130	110	116
> CC(C)CC(=O)C(C)C(C)C (configuration not stated)
  94	92	111	96	100	85	101	99	102
> CC(=O)N(C)c1ccc(Nc2cc(C)[nH]c3ccc4ncnc4c23)cc1
  80	79	55	51	62	73	42	56	79
> O=C1/C(=C/c2cn(-c3ccccc3)nc2-c2ccccc2)SC(=S)N1C1CCCCC1
  85	117	102	96	93	94	106	106	67
> C=C(C)[C@@H]1CCC=C2CC[C@]3(C)[C@H](CC[C@@H]4[C@@]5(C)CC[C@H](OC(=O)c6cccnc6)C(C)(C)[C@@H]5CC[C@]43C)[C@H]21
  97	103	100	92	99	90	117	98	·

The list goes on:
Screens in order – CAKI-1	TK-10	ACHN	PC-3	SN12C	UO-31	RXF 393	786-0	A498
> CCCCCC1C(C)=CC(C)=C(C)C1(C)CN(C)C (configuration not stated)
  ·	134	109	101	·	104	110	94	121
> COC(=O)[C@@]12CC=C(C)[C@]3(C[C@H](c4ccoc4)OC3=O)[C@H]1C=C[C@@H](O)[C@@]2(O)C(=O)OC
  85	80	105	96	104	83	114	97	109
> C#CCNC(=O)c1cc(C(=O)c2ccc(Cl)cc2)n2ccc(C)cc12
  96	100	89	83	97	98	83	98	77
> COc1ccc(/C=C/c2nnc(/C=C/c3ccc(OC)c(OC)c3)o2)cc1OC
  51	46	45	31	22	37	27	13	31
> COc1cccc(NC(=O)Cn2c(C)c(C#N)c3ccccc32)c1
  82	103	93	71	83	61	106	97	94
> COc1cc(C2CC(=O)Nc3c(-c4ccccc4)nsc32)cc2c1OCO2 (configuration not stated)
  80	97	108	99	101	84	88	92	100
> CC(OC(=O)Nc1ccccc1)C(=O)OCCCl (configuration not stated)
  87	128	95	101	97	85	95	114	106
> O=C(NNc1ncnc2ccccc12)Nc1ccc(Cl)cc1
  81	·	95	90	101	79	107	98	102
> C=CC(=O)N1CN(C(=O)C=C)CN(C(=O)C=C)C1
  3.5*	-11*	22	91	95	55	10	96	106
> N#Cc1c(N)cc(N)n(-c2nc3ccccc3[nH]c2=O)c1=O
  84	110	96	92	102	70	100	104	94
> CCOC(=O)c1cc(CCCSc2ccc(-c3noc(C(F)(F)F)n3)cc2C)on1
  93	108	102	98	98	91	107	103	·
> CS(=O)(=O)c1ccc(/C(=N/NC(N)=S)c2ccc(F)cc2)cc1
  95	115	100	103	97	71	85	102	82
> CC(=O)Nc1ccc(S(=O)(=O)CCc2ccncc2)cc1
  96	83	105	78	94	86	115	104	85
> CCOC(=O)c1c2c(cn1Cc1ccc(OC)cc1)-c1oncc1CC2
  80	99	93	96	91	72	100	96	79
> CCOC(=O)c1[nH]c(=O)c2c(C)nc(-c3ccccc3)cc2c1O
  109	178	110	72	89	90	112	112	73

Additional records
Screens in order – CAKI-1	TK-10	ACHN	PC-3	SN12C	UO-31	RXF 393	786-0	A498
> COC(=O)c1ccco1
  ·	93	106	92	105	98	125	98	103
> CN(C)C(=O)c1ccc(SC(=S)NCc2ccccc2)cc1
  102	-4.8*[100 µM]	103	97	103	93	108	109	114
> O=C(CCCN1CCC(O)(c2ccc(Cl)cc2)CC1)c1ccc(F)cc1
  89&76	89	105&98	95&82	100&86	56&59	94&91	98&104	95&66
> COc1cc(C(=O)O)nc(N)n1
  ·	97	107	95	100	92	107	94	93
> Nc1ncnc2c1ncn2C1OC(COP(O)(=S)OC2C(CO)OC(n3ccc(=O)[nH]c3=O)C2F)C(O)C1F (configuration not stated)
  ·	88	·	105	111	91	119	90	123
> ClC1(Cl)CC2CC1C1C3CC(C4OC34)C21 (configuration not stated)
  99	128	112	102	105	100	128	103	52
> N/C(=N\C(N)=N\c1nc2ccccc2s1)c1cccc([N+](=O)[O-])c1
  75	162	75	51	75	65	98	98	78
> CN(C)CCCn1c(=O)n(Cc2ccc(F)cc2)c(=O)n(Cc2ccc(F)cc2)c1=O
  80	·	102	91	97	63	93	95	90
> COc1ccc(-c2c(C#N)c(-c3ccco3)nc3c2c(-c2ccccc2)nn3-c2ccccc2)cc1
  93	106	101	101	98	101	118	105	109
> COc1ccc(C(=O)NCc2ccc(OCC(=O)NO)c(OC)c2)cc1
  96	113	102	103	105	88	120	109	·
> CC(C)CC(C)C1CCC(C)C1CCC(C)OC=O (configuration not stated)
  ·	93	103	99	98	93	102	97	102
> CC1=C2CC[C@]2(C)[C@@]2(O)C[C@](C)(CO)C=C2C1=O
  96	100	104	106	107	89	104	106	109
> O=c1c2c3c(sc2nc(N/N=C/c2ccc([N+](=O)[O-])cc2)n1Cc1ccccc1)CCCC3
  81	96	109	76	107	74	91	98	107
> COc1cc(C2C=C(C)N=C3SC=C(C)N32)cc(OC)c1OC (configuration not stated)
  -50*	-23*	-75*	-18*	-8.3*	-87*	-90*	-69*	-28*
> O=S(=O)(O)c1ccc(N=NNc2ccc(S(=O)(=O)O)cc2)cc1
  99	125	102	98	102	91	118	110	113

(further entries)
Screens in order – CAKI-1	TK-10	ACHN	PC-3	SN12C	UO-31	RXF 393	786-0	A498
> Nc1ncnc2nc(Br)[nH]c12
  93	96	99	78	100	101	103	95	98
> COc1ccc(/C=C2\C(=O)N(c3nc(-c4c(O)cc(C)oc4=O)cs3)N=C2C)cc1OC
  104	103	99	97	104	90	105	101	70
> CC1=CNC(=O)/C1=C\c1cc(=O)oc2ccc(Cl)cc12
  ·	110	101	92	98	90	110	103	82
> CCOC(=O)C/C(=C\c1ccccc1)C(C)=O
  94	96	107	77	105	99	115	101	114
> CCOC(=O)c1ccc2nc(-c3c(C)nn(-c4ccccc4)c3N3CCCC3)[nH]c2c1
  85	116	89	85	96	84	97	102	92
> COc1ccc(C2=NN(C(C)=O)C(c3ccc(Cl)cc3)C2)cc1S(=O)(=O)NNC(=O)c1ccncc1 (configuration not stated)
  91	119	96	93	101	89	101	105	95

Among those listed so far, these have an NH in an aromatic ring:
Screens in order – CAKI-1	TK-10	ACHN	PC-3	SN12C	UO-31	RXF 393	786-0	A498
> COc1ccc(-c2cc(-c3nc4ccc(C(F)(F)F)cc4[nH]3)[nH]n2)cc1
  84	114	88	73	96	92	90	100	77
> COc1ccc(OC)c(-c2[nH]c3ncc(-c4ccc(F)cc4)n3c(=O)c2C#N)c1
  82	107	92	76	93	74	98	94	83
> O=Nc1c2cc3ccccc3[nH]c-2c2ccccc12
  41	76	57	74	75	39	75	92	67
> O=C(CSc1nc2ccccc2c(=O)[nH]1)NNC(=O)c1ccc(Cl)cc1
  98	101	102	102	97	77	·	92	95
> COc1ccc2c(c1)N=c1c-2cc2c(O)[nH]c(=S)n2c1=O
  30	74	45	38	36	48	11	35	105
> CCCCCCCCCCCCCCCCCC(=O)OCC1OC(n2cnc3c(=S)nc[nH]c32)C(OC(=O)CCCCCCCCCCCCCCCCC)C1OC(=O)CCCCCCCCCCCCCCCCC (configuration not stated)
  59	124	100	109	102	·	172	109	169
> CC(=O)N(C)c1ccc(Nc2cc(C)[nH]c3ccc4ncnc4c23)cc1
  80	79	55	51	62	73	42	56	79
> N#Cc1c(N)cc(N)n(-c2nc3ccccc3[nH]c2=O)c1=O
  84	110	96	92	102	70	100	104	94
> CCOC(=O)c1[nH]c(=O)c2c(C)nc(-c3ccccc3)cc2c1O
  109	178	110	72	89	90	112	112	73
> Nc1ncnc2c1ncn2C1OC(COP(O)(=S)OC2C(CO)OC(n3ccc(=O)[nH]c3=O)C2F)C(O)C1F (configuration not stated)
  ·	88	·	105	111	91	119	90	123
> Nc1ncnc2nc(Br)[nH]c12
  93	96	99	78	100	101	103	95	98
> CCOC(=O)c1ccc2nc(-c3c(C)nn(-c4ccccc4)c3N3CCCC3)[nH]c2c1
  85	116	89	85	96	84	97	102	92

Bioassay records deposited in PubChem BioAssay by NCI.
